# L3MBTL1 block: L3MBTL1 (human) inhibition | Q9Y468 | AlphaScreen L3MBTL1–H3K9me1 peptide binding | Potency, µM (highest dose often 57.1 µM), for the others: at the highest dose activity, negative = inhibition, usual class: inhibitors | 230,000 compounds, 0.66% hits | AID 485360; note: nearly all actives have a fitted effect of over 60% in size
#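 Read-out is AlphaScreen signal from streptavidin donor and nickel chelate acceptor beads (10 ug/mL final each) bridging L3MBTL1 (50 nM) and biotinylated K9-monomethylated H3(1-15) peptide (75 nM), after 30 min compound exposure at room temperature.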
# RECQ1 inh: RECQ1 (human) helicase inhibition | P46063 | RECQ1 DNA unwinding, red fluorescence kinetic read | Potency, µM (titrated, usually from 57.3 µM), inactives show at the top dose activity, negative = inhibition, hits mostly inhibitors | 240,000 compounds, 0.54% hits | AID 2549;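 note: plate controls were vehicle for no effect and no enzyme for full effect; nearly all actives have a fitted effect of over 30% in size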
# Target sequence (P46063 whole entry, looked up): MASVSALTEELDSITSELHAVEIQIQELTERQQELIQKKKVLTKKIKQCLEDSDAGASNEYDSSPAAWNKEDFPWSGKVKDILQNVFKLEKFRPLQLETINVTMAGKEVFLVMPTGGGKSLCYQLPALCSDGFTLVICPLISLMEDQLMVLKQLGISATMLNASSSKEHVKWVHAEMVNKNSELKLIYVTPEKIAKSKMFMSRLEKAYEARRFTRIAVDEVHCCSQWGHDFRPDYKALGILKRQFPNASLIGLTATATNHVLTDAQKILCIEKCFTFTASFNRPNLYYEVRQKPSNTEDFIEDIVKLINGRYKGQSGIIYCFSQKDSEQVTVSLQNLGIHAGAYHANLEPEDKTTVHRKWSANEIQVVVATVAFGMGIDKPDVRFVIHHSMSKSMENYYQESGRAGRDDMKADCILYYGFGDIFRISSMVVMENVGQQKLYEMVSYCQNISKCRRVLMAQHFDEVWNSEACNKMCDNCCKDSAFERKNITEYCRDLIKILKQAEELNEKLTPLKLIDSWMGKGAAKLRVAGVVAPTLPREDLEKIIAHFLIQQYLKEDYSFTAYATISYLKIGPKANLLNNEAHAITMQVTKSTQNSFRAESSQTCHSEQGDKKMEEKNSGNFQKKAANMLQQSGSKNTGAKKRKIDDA
#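 RECQ1T1 50 nM; forked duplex (20 bp + 30-nt ss tails) 200 nM, ATP 2 mM final; pH 8.0, 2 mM MgCl2, 2.5 ug/ml poly(dI-dC); 15 min compound preincubation; discontinuous kinetic read over 2 h at RT.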
# TexasRed fluor: counter-screen for TRb-SRC2 inhibitors: fluorescence interference | TRb/SRC2 Texas Red total fluorescence interference | Potency, µM (highest dose often 106 µM), for inactives: at the top dose fluorescence change, negative = quenching | 280,000 compounds, 0.29% hits; active = well fitted curve in either direction with a large enough effect; inconclusive = small, poorly fitted or top-dose-only effect
#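 Human TRb ligand-binding domain at 0.6 uM with 20 nM Texas Red SRC2 peptide in Tris buffer containing 1 uM T3 and 5% DMSO, incubated with compound 5 h at ambient temperature. Total fluorescence (555/632 nm) calculated as parallel + 2 × perpendicular.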
# RGS12 GoLoco inh: RGS12 GoLoco-Gai1 interaction inhibition; P63096; Gai1:RGS12 GoLoco peptide FP, rhodamine, 10 min; Potency, µM (series often up to 61.6 µM), for inactives: at the top dose activity, negative = inhibition, hits mostly inhibitors; 230,000 compounds, 0.44% hits; AID 880; active = well fitted inhibition curve with a large enough effect, not every such curve was filed as active; inactive = no such curve, though single readings can be large or run the other way; note: nearly all actives have a fitted effect of over 30% in size; many of its hits are not listed in these tables
# Target sequence (P63096 whole entry, looked up): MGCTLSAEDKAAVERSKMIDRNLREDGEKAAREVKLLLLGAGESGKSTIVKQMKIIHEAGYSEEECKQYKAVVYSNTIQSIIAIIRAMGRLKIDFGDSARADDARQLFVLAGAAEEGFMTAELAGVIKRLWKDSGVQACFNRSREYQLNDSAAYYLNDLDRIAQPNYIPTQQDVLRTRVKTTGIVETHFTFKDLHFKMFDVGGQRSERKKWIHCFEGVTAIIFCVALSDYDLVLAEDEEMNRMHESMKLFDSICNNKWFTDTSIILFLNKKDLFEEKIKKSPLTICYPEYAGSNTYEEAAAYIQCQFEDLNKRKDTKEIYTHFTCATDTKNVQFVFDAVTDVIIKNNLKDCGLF
# TRb SRC2 PPI: inhibitors of human thyroid hormone receptor beta-SRC2 interaction; 280,000 compounds, 0.065% hits; P10828; Potency, µM (highest dose often 106 µM), for inactives: at the highest dose activity change, negative = inhibition, hits mostly inhibitors; TRbeta-SRC2 peptide binding, fluorescence polarization; receptor liganded with 1 µM T3;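 note: plate controls were bound peptide for no effect and peptide without receptor for full effect; nearly all actives have a fitted effect of over 50% in size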
#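 Read-out is fluorescence polarization (555 nm excitation, 632 nm emission) of a Texas Red SRC2 coactivator peptide; loss of signal reflects blocked binding to human TRb ligand-binding domain in the presence of 1 uM T3.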
# GAA inh: alpha-glucosidase (human) inhibition | AID 1466 | purified human GAA, 4-MU-alpha-glucoside fluorescence | 200,000 compounds, 0.005% hits | Potency, µM (titrated, usually from 76.9 µM), inactives show top-dose activity change, negative = inhibition, most hits filed as inhibitors;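 note: plate controls were uninhibited enzyme wells for no effect and no-enzyme background for full effect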
#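 Fluorescence at Ex 365/Em 440 nm from 4-methylumbelliferone reported enzyme activity after 20 min at room temperature. Reactions used 4 nM enzyme and 400 uM substrate at pH 5.0; curves fitted with the Hill equation.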
# GAA spleen mod: inhibitors or activators of human alpha-glucosidase in spleen homogenate. P10253. human spleen homogenate, 4-MU-alpha-glucoside fluorescence. Potency, µM (series often up to 79.9 µM), without a hit: top-dose activity change, negative = inhibition, actives largely listed as inhibitors. 240,000 compounds, 0.006% hits. AID 2112;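 note: 0% = enzyme with vehicle and -100% = no enzyme basal signal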
#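 Enzyme source: human spleen homogenate, 1 ug/well. Buffer 50 mM citric acid/K phosphate pH 5.0, 0.01% Tween-20. 4-MU-alpha-glucoside 1 mM; 37 C x 40 min; NaOH/glycine stop; fluorescence.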
# GAA glycogen mod: GAA glycogen-cleavage inhibition or activation | P10253 | Potency, µM (titrated, usually from 76.4 µM), for the others: top-dose activity change, negative = inhibition, hits mostly inhibitors | 300,000 compounds, 0.38% hits | recombinant GAA, glycogen substrate, Amplex Red glucose oxidase fluorescence | AID 2100;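 note: 0% = full enzyme reaction and -100% = no-enzyme basal signal; the screen sought inhibitors and activators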
#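 Recombinant enzyme (4 nM final) with compounds titrated up to 77 uM and bovine liver glycogen (30 ug) in citrate pH 5.0, 0.01% Tween-20, 37 C 40 min. Released glucose detected by Amplex Red/glucose oxidase (Ex 573/Em 610); AC50 from Hill fits.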
# Numbers without * were called inactive; i = inactive; ? = inconclusive; / = not tested or not shown; & = joins results of further samples; [ ] = another dose, or the depositor's remark. Unless noted, calls come from the whole dose curve; as a rule, active = well fitted curve in the direction sought with a large enough effect; inconclusive = small, poorly fitted or top-dose-only effect, or another doubt; inactive = no such curve, though single readings can be large; an effect the other way counts as inactive or inconclusive. Unless noted, % is set by controls: 0 for no effect and ±100 for the full control effect; potency is the fitted concentration of half-maximal effect.
Compound | L3MBTL1 block | RECQ1 inh | TexasRed fluor | RGS12 GoLoco inh | TRb SRC2 PPI | GAA inh | GAA spleen mod | GAA glycogen mod
NC(=O)C1(N2CCCCC2)CCN(C2CC(=O)NC2=O)CC1 (centres undefined) | -3% | i | -5% | 11% | -4% | 4% | -5% | 8%
Cc1ccc(Cl)cc1NC(=O)Nc1cccs1 | 8% | -3% | -3% | 4% | 3% | 3% | -2% | ?
COC(=O)Nc1ccc(S(=O)(=O)N2CCN(CCN3C(=O)C4C5C=CC(C5)C4C3=O)CC2)cc1 (centres undefined) | / | -7% | -2% | 5% | -4% | ? | -4% | -21%
Cn1c(=O)c2c(SCC(N)=O)nc(CC(C)(C)C)nc2n(C)c1=O | -13% | 1% | -2% | 3% | -3% | -5% | -3% | 4%
Cc1cnc(C(=O)OCC(=O)N2CCc3ccccc3C2)cn1 | 0% | -6% | -6% | 7% | 1% | -1% | 4% | 5%
Cc1ccccc1OCc1nnc(SCC(=O)O)n1Cc1ccccc1 | 4% | -9% | -1% | 8% | 1% | 14% | 2% | -9%
COc1ccc(-n2c(=O)c3ccccc3n(CC(=O)Nc3cc(C)on3)c2=O)cc1OC | ? | i | 2% | 12% | -19% | -7% | -7% | ?
COc1ccc(C(=O)N2CCC(N3CCN(c4ccccc4)CC3)CC2)cc1OC | -4% | -10% | -3% | -3% | -21% | 2% | -2% | 3%
Nc1cc(=O)[nH]c(=S)n1-c1ccccc1 | / | -8% | -3% | -17% | -7% | -22% | -3% | -1%
CCCC(=O)N1CCc2cc(-c3nc(N)sc3C)ccc21 | -4% | -6% | 0% | / | 0% | ? | 3% | 0%
CCOC(=O)CN1NC2(CCC(C)CC2)NC1=S (centres undefined) | / | i | 0% | -5% | -1% | 1% | 9% | -29%
Cc1cccc(-n2c(O)c(C=NCc3ccccn3)c3ccccc3c2=O)c1 | 5% | i | -1% | 5% | -4% | -13% | -12% | -4%
Cc1c(Cl)cccc1NC(=S)N(C)CCC#N | 1% | -8% | 0% | 1% | -8% | 4% | 4% | 10%
CC(=O)Nc1ccc2nc(NC(=O)COc3ccccc3C)sc2c1 | / | -3% | -3% | 9% | -9% | 1% | -2% | -2%
CCC(C(=O)O)n1c(C(F)(F)F)nc2ccccc21 (centres undefined) | 1%[11.4 µM] | -1% | -4% | -1% | -1% | -2% | -20% | 1%
COCCSc1nnc(NC(=O)Cc2cccs2)s1 | 25% | -8% | -1% | 29% | -21% | -4% | -8% | 14%
O=C(NN1C(=O)c2ccccc2NC1c1ccccn1)c1ccc(Br)cc1 (centres undefined) | 7% | i | -4% | -5% | -5% | -3% | -6% | 5%
Cc1cccc(-n2c(Cc3ccccc3)nnc2SCc2ccc([N+](=O)[O-])cc2)c1 | -10% | -3% | -4% | 11% | 13% | -8% | -6% | 1%
O=C1CN(C(=O)COC(=O)C2CCN(S(=O)(=O)c3ccccc3C(F)(F)F)CC2)c2ccccc2N1 | / | -4% | -1% | 81%[activator] | 9% | -2% | -2% | -4%
COc1cc(OC)cc(N2CC(C)(C)C2=O)c1 | 16% | -4% | 0% | 7% | -8% | -4% | 2% | -9%
CCOC(=O)c1c(O)cc(C)[nH]c1=O | / | 2%&-3% | 0%&-1% | -4%&-6% | -8%&-5% | / | -1%&4% | 11%&10%
CCC(=O)Nc1nc(-c2ccccc2)ns1 | 9% | -2% | -1% | 5% | -4% | -3% | 2% | 8%
CC1(C)S[C@@H]2[C@H](NC(=O)[C@H](N)c3ccc(O)cc3)C(=O)N2[C@H]1C(=O)O | 4% | -5% | -3% | 6% | -1% | -4%[15.4 µM] | 2% | 0%
Cc1ccccc1N=Nc1c(C)[nH]n(C(N)=S)c1=O | 6% | -3% | -5% | 1% | -8% | -4% | -2% | -2%
COC(=O)c1sc(NC(=O)c2csc3c2CCCC3)nc1C | -6% | -17% | -6% | 1% | -9% | -1% | -19% | -6%
O=C(c1ccc(F)cc1F)N1CCCN(c2nc(-c3ccccc3)ns2)CC1 | / | 1% | 0% | -4% | -4% | / | 0% | -7%
COc1cc2ccc(=O)oc2c(O)c1O | / | -4%&-5% | -1%&-1% | -27%&-12% | 2%&-8% | / | -4%&-2% | /
COc1ccc(C(=O)N[C@H](C(=O)OCc2cc(=O)oc3cc(C)ccc23)C(C)C)cc1 | -8% | -8% | -9% | -1% | 0% | -2% | -10% | -3%
O=C(O)CN1CCN(Cc2ccccc2)C1=O | 8% | -10% | -2% | 13% | -1% | -5%[15.4 µM] | 1% | 10%
CCOC(=O)C(NC(=O)CC(C)C)(Nc1cc(C)on1)C(F)(F)F (centres undefined) | / | i | 1% | 2% | -1% | 8% | 1% | 4%
Cc1ccc(/C=C/C(=O)NCCCc2ccccc2)cc1 | 9% | -11% | 2% | 215%[activator] | -9% | 5% | -8% | 1%
N=C1c2ccccc2CN1c1ccc(N2CCOCC2)c(S(=O)(=O)Nc2ccc(Cl)cc2)c1 | -7% | 9% | 2% | 2% | -4% | -7% | 7% | 6%
CC(C)c1nc2sc3c(c2c(=O)n1N)CC(C)(C)OC3 | 19% | -1% | -5% | 2% | -1% | -2% | / | 4%
CCc1nnc(NS(=O)(=O)c2ccc(NC(=O)/C=C/c3ccc(OC)cc3OC)cc2)s1 | -14% | -8% | -3% | 9% | 6% | -10% | 4% | 0%
O=S(=O)(c1ccccc1)N1CCCC1c1cccs1 (centres undefined) | 6% | -1% | -3% | 3% | -1% | -10% | -3% | 0%
Cc1cccc(OCC(=O)N/N=C/c2sc(=O)n(Cc3cccc(C(=O)O)c3)c2Cl)c1 | 5% | 9% | 0% | -6% | 3% | -8%[15.4 µM] | 7% | -3%
Cn1c(=O)oc2cc(S(=O)(=O)Nc3cccc(C(=O)O)c3)ccc21 | / | i | 1% | 6% | -7% | 11% | -3% | -5%
COC(=O)N/N=C\c1cc(Br)ccc1OCc1ccccc1 | 2% | -2% | 1% | 10% | -3% | -15% | 0% | -5%
Cn1c(-c2ccc(C(C)(C)C)cc2)n[nH]c1=S | -9% | -1% | 1% | 3% | -2% | -8% | 1% | -7%
CC(C)c1ccc(N2CCN(C(=O)c3ccccc3NC(=O)/C=C(\C(=O)O)c3ccccc3)CC2)cc1 | / | 22% | 4% | -9% | 0% | -4% | 6% | -17%
Cn1ncc(Br)c1C(=O)NC(=S)N1CCN(c2ccccn2)CC1 | -7% | -3% | -1% | 0% | 0% | -1% | -5% | -5%
Cc1ccc(C)c(N(C(=O)Cn2nnc(-c3cccs3)n2)C(C(=O)NC2CC2)c2ccc(C)o2)c1 (centres undefined) | / | i | 0% | -3% | 2% | -3% | -3% | 1%
CCOC(=O)CSc1ccc(-c2nc3cc(C)c(C)cc3[nH]2)cn1 | 5% | -17% | -7% | 24% | -3% | -11% | 1% | 0%
CC1=C(C(=O)OC2CCCCC2)C(c2ccco2)n2ncnc2N1 (centres undefined) | -3% | -4% | -5% | 6% | 1% | -3%[15.4 µM] | -1% | 9%
Cc1cc(OCc2nc(-c3ccncc3)no2)cc(C)c1Cl | 2% | 30% | 0% | 6% | -6% | 6% | -3% | 6%
C=CCNc1nc(N)c(C(=C(C#N)C#N)c2ccccc2)s1 | 17% | -12% | -2% | 47%[activator] | 5% | ? | ? | 2%
CN(C)c1nc(Oc2ccc(/C=N/O)cc2)nc(N(C)C)n1 | 6% | -1% | 0% | 3% | 3% | -1% | -15% | 2%
COc1ccc(-c2nnnn2-c2ccccc2OC)cc1 | 2%[11.4 µM] | -2% | -1% | 3% | 4% | 4% | 3% | 4%
CCc1ccc(NC(=O)c2ccc(Cn3cc([N+](=O)[O-])cn3)cc2)cc1 | 7% | -3% | 1% | 7% | -2% | 6% | -1% | 6%
Cc1ccc(N=Cc2c(O)n(-c3nccs3)c(=O)c3ccccc23)cc1 | 20% | -15% | -6% | -12% | -1% | 1% | -2% | 7%
COc1cc(O)c(C(=O)c2ccccc2)cc1S(=O)(=O)O | / | -5% | -2% | -5% | 1% | / | -7% | /
Cc1cccc2cc(C#N)c(NCCNS(=O)(=O)c3ccc4c(c3)OCCO4)nc12 | 31%[activator] | -9% | 0% | / | 4% | ? | 4% | 7%
CCCCNC(=O)Nc1cnn(CC)c1C(N)=O | 0% | -5% | -9% | 1% | -9% | 13% | -4% | 6%
Cc1cnc(C(=O)OCC(=O)Nc2ccc(Cl)cc2)cn1 | 0% | ? | 4% | 1% | 8% | 2% | 0% | -3%
c1cc2ccc3ccc(CN4CCOCC4)c4ccc(c1)c2c34 | 11% | -5% | -3% | -3% | -2% | -9% | -4% | -1%
O=c1oc2ccccc2c(NCCc2ccccc2)c1[N+](=O)[O-] | 3% | -4% | 2% | 1% | -1% | 5% | 1% | -2%
N/C(=N\c1nc2c(c(=O)[nH]1)CCC2)Nc1ccccc1 | 6% | i | -2%[53 µM] | 10% | 5%[53 µM] | 0% | 5% | 1%
NS(=O)(=O)c1cccnc1Nc1ccc(Cl)c(Cl)c1 | / | -2% | -2% | 6% | 9% | -2% | 3% | -2%
Cc1ccc(C)c(NC(=O)CCC(=O)N/N=C2/CC(=O)CC(C)(C)C2)c1 | 7% | i | 1% | 5% | -4% | ? | 10% | ?
Cc1cc(=O)oc2cc(OCC(=O)N3CCCC(C)C3)ccc12 (centres undefined) | 6% | i | -1% | -2% | 1% | -17% | -1% | 3%
C[N+]1(CC(=O)OCCCc2ccccc2)CCOCC1 | 1% | i | -7% | 13µM* | -10% | 2% | -3% | 6%
CC1CC2=C(NC(=S)NC2c2ccccc2F)/C(=C/c2ccccc2F)C1 (centres undefined) | -16% | -6% | -1% | 9% | 6% | -7% | -3% | ?
COc1ccc(/C=C(\NC(=O)c2cccs2)C(=O)Nc2ccccc2C)cc1OC | 5% | 2% | 1% | 9% | -4% | -7% | 4% | 1%

# Bioassay records: PubChem BioAssay, National Center for Advancing Translational Sciences (NCATS)

# Not all compounds are listed. The share of hits here may be higher or lower than overall.
